sdo1 growth: compounds rescuing growth of sdo1-depleted yeast, bone marrow failure model; S. cerevisiae sdo1-depleted JHY4D growth rescue, OD600 30 h; hits give high values; pdr5 snq2 efflux-pump mutant strain; z-score at 10 µM; actives 0.21% (n = 140,000);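 active = z-score above 3 at both the 24 hr and the 30 hr optical density reads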;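 note: z-score against mean and SD of all compound wells on the same plate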
Insulin prom inh: TRM-6 insulin promoter activity inhibition. TRM-6 cells (human fetal islet line), insulin promoter-eGFP reporter, imaging; reporter expression induced with tamoxifen. actives 0.9% (n = 130,000). AID 1273. inhibition, % at 2 µM;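 active = inhibition above the mean plus 3 SD, with well images judged a real hit on visual review, cut at about 60% in these data, passing the limit was not always enough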
sdo1 growth Rescue 24 h: further read-out of sdo1 growth, marked with its call; z-score; S. cerevisiae sdo1-depleted JHY4D growth rescue, OD600; measured here: growth rescue at 24 h;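 0 is the plate mean of compound wells and units are plate SD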
The depositor's hits bear a star; x = not tested or not shown. An unsorted share of the library; any-hit rate near 0.99%.

SMILES	sdo1 growth	sdo1 growth Rescue 24 h	Insulin prom inh
Cc1ccc(N2CC(C(=O)Nc3nnc(SCC(=O)Nc4nc(C)cs4)s3)CC2=O)cc1 (stereo not drawn)	0.09	0.22	-55.6
O=C1C(C=NCCCN2CCCC2=O)=C(O)c2ccccc21	1.11	1.45	-18.2
CC(C)C(=O)Nc1cccc(C(=O)NCc2ccc(S(N)(=O)=O)cc2)c1	0.6	0.34	27.6
CC(=O)NC(=O)NC1CSCC1OC(C)=O (stereo not drawn)	0.98	-0.53	-6.1
CC(C)(C)NC(=O)NC(=O)COc1ccccn1	3.23*	4.32*	x
COc1ccccc1CNC(=O)CC(NS(=O)(=O)c1ccc(C)cc1)c1ccco1 (stereo not drawn)	0.08	-0.46	-25.0
Cc1cc(C(=O)N/N=C/c2cccc([N+](=O)[O-])c2O)n[nH]1	1.02	1.29	x
COc1ccc(NC(=O)C2CCCN2S(=O)(=O)c2ccc3c(c2)CCC(=O)N3)cc1 (stereo not drawn)	0.93	0.31	x
Cc1ccc(OCCn2cc(C(=S)N3CCCC3)c3ccccc32)cc1C	0.08	2.32	-113.0
C=CCn1c(O)c(N=NC(=S)Nc2ccccc2C)c2cc(S(=O)(=O)N3CCOCC3)ccc21	-0.1	-0.95	-306.2
COC(=O)c1ccc(COC(=O)c2ccc(CS(=O)(=O)c3ccc(C)cc3)cc2)cc1	-0.31	0.39	-7.0
COc1ccc(C2Nc3ccccc3C(=O)N2c2ccc(C)cc2)cc1Cn1nnc2ccccc21 (stereo not drawn)	0	0.37	50.0
COC(=O)c1ccccc1NC(=O)Nc1cnccn1	-0.18	-0.76	6.2
C=CCOc1c(Br)cc(/C=N/O)cc1OCC	-0.85	-1.01	x
O=C(NCC1CCCO1)C(c1ccc(N2CCOCC2)cc1)N(C(=O)Cn1nnc2ccccc21)c1ccccc1F (stereo not drawn)	x	x	30.0
COCCn1nnnc1CN(Cc1cccnc1)Cc1cc2cc(OC)ccc2[nH]c1=O	1.67	1.43	-37.5
CCCC(=O)Nc1nnc(COC)s1	0.31	-0.35	89.5*
CNC(=S)N(Cc1cccs1)Cc1cc2ccc(OC)cc2[nH]c1=O	-0.25	-0.53	0.0
Cc1ccc(Cn2ncc(Cl)c(Cl)c2=O)cc1	0.23	0.16	-68.0
Cc1ccc(Cl)cc1N(CC(=O)N1CCCCCC1)S(C)(=O)=O	-0.63	-0.68	x
O=C(COc1cccc(F)c1)Oc1ccc(C(=O)c2ccccc2)cc1	-0.93	-0.72	21.9
NCCCCCc1nnc(SC/C=C/c2ccccc2)o1	1.14	1.38	20.0
COc1ccccc1NC(=O)CSc1nnc(Cc2cc(=O)[nH]c(=O)[nH]2)n1-c1ccccc1	2.61	2.28	x
Nn1c(SCC(=O)Nc2ccc3c(c2)OCO3)nnc1-c1ccc(Cl)cc1	0.64	1.77	30.2
CC(=O)Nc1ccc(S(=O)(=O)Nc2ccc(S(=O)(=O)N3CCCC3)cc2)cc1	0.58	0.29	37.5
Continuation.
SMILES	sdo1 growth	sdo1 growth Rescue 24 h	Insulin prom inh
COC(=O)c1ccc(C(=O)OC)c(NC(=O)COC(=O)C2CCCCC2)c1	-1.12	-1.03	16.7
Clc1ccc2oc(-c3cccnc3)nc2c1	2.37	1.47	5.7
O=C(CN1CCN(C(=O)c2ccco2)CC1)Nc1ccc(Cl)c(C(F)(F)F)c1	-1.04	-1.22	50.0
O=C(CN1C(=O)c2cccc3cccc1c23)N1CCN(c2cccc(Cl)c2)CC1	-0.12	0.61	16.2
CCOC(=O)C1=C(CSc2nc(C)ccc2C#N)OC(N)=C(C#N)C1c1cccc(OC)c1OC (stereo not drawn)	0	0.61	x
Cc1cc(=O)[nH]c(N2CCN(Cc3ccccc3)CC2)n1	0.43	-0.1	-41.7
CC1Cc2ccccc2N1C(=O)COC(=O)CCc1nc2ccccc2c(=O)[nH]1 (stereo not drawn)	x	x	36.8
O=C(NCc1ccccc1)NC1CCCCC1	0.87	1.55	x
CCN(CC)CCCOc1ccc(Cl)c(Cl)c1	1.38	1.09	-47.1
COc1ccc(C2C3(C#N)C(N)=NC(OC)(OC)C23C#N)cc1 (stereo not drawn)	x	x	-86.7
Cc1nc2ccccc2n1CC(=O)OCC(=O)NCCc1ccccc1	-0.26	0.26	31.2
Nc1cccc(-c2ccc(CO)o2)c1	x	x	-7.1
O=C1NC2(CCCc3ccccc32)C(=O)N1CCOc1ccc(Br)cc1 (stereo not drawn)	-0.79	-1.28	-34.8
Cc1onc(-c2ccccc2)c1C(=O)NC(=S)NNC(=O)c1ccccc1O	-0.44	0.42	20.0
COc1ccccc1N1CCN(C(=O)c2ccc3[nH]c4c(c3c2)CC(C)CC4)CC1 (stereo not drawn)	-0.27	0.18	-23.1
S=C(c1ccc(N2CCOCC2)cc1)N1CCCCC1	0.32	0.06	12.1
Cc1ccc(C2=NN(CCC(=O)NCc3ccc4c(c3)OCO4)C(=O)CC2)cc1	0.22	-0.47	15.8
COC(=O)Cc1csc(Nc2ccc(Cl)cc2)n1	1.04	0.01	56.2
COc1cc2[nH]c(=S)n(CC3CCCO3)c(=O)c2cc1OC (stereo not drawn)	1.66	1.74	-22.9
COC(=O)c1ccc(Cl)c(NC(=O)CN(c2ccc(OC)cc2)S(=O)(=O)c2ccccc2)c1	x	x	-46.7
COC(=O)CSc1nc(N)c(C#N)c(CC(C)C)c1C#N	-0.99	-0.67	-27.8
CCNC(=O)C(Sc1ccccc1)c1ccccc1 (stereo not drawn)	0.43	1.02	-280.0
Cc1cccc(NC2=NC(=S)N(c3ccc(C(=O)O)cc3)C23CCCCC3)c1	0.45	0.09	-28.9
CCOC(=O)CN(C(=O)CSc1nnc(-c2cccc(OC)c2)o1)c1ccc(F)cc1	-1.46	-0.72	x
CC1Cc2cc(/C(O)=C3/C(=O)C(=O)N(CCCn4ccnc4)C3c3cccnc3)ccc2O1 (stereo not drawn)	0.45	0.34	4.2

Sorted by molecular weight (falling): some entries from above.
SMILES	sdo1 growth	sdo1 growth Rescue 24 h	Insulin prom inh
O=C(CN1C(=O)c2cccc3cccc1c23)N1CCN(c2cccc(Cl)c2)CC1	-0.12	0.61	16.2
CC1Cc2ccccc2N1C(=O)COC(=O)CCc1nc2ccccc2c(=O)[nH]1 (stereo not drawn)	x	x	36.8
COC(=O)c1ccc(C(=O)OC)c(NC(=O)COC(=O)C2CCCCC2)c1	-1.12	-1.03	16.7
COc1cc2[nH]c(=S)n(CC3CCCO3)c(=O)c2cc1OC (stereo not drawn)	1.66	1.74	-22.9
S=C(c1ccc(N2CCOCC2)cc1)N1CCCCC1	0.32	0.06	12.1
CCNC(=O)C(Sc1ccccc1)c1ccccc1 (stereo not drawn)	0.43	1.02	-280.0
Clc1ccc2oc(-c3cccnc3)nc2c1	2.37	1.47	5.7

Following part.
SMILES	sdo1 growth	sdo1 growth Rescue 24 h	Insulin prom inh
Cc1ccc(NC(=O)CSc2nc(NS(=O)(=O)c3ccc(C)cc3)cc(=O)[nH]2)cc1	0.01	-0.01	21.4
CC(C)CN(CC(C)C)S(=O)(=O)N1CCC(C(=O)NCCc2ccc(Cl)cc2)CC1	-0.56	0.24	-12.9
Cc1cc(Cl)c(S(=O)(=O)NCc2ccncc2)cc1OCC(N)=O	-0.25	-0.1	-15.8
Cc1ccc(C)c(N(Cc2ccccc2F)S(C)(=O)=O)c1	-0.04	-0.55	-27.8
CCOC(=O)COc1c(/C=N\OC)cc(Cl)cc1OC	x	x	-136.4
Nc1nnc(SCc2ccc(F)cc2)n1-c1ccccc1	-0.09	-0.13	23.8
O=C(C1CCCO1)N(Cc1ccccc1)c1ccccc1 (stereo not drawn)	-0.6	-0.53	6.2
O=C(c1oc2ccccc2c1N1CCCCC1)N1CCCCC1	-0.3	-0.98	7.0
Cc1cccc(NC(=O)c2ccccc2NC(=O)CCC(=O)O)c1	2.82	1.49	78.6*
CCOC(=O)c1c(NC(=O)/C=C/c2ccc(C)o2)sc(C)c1C	0.54	1.58	19.4
CCOC(=O)COc1ccc(/C=C/[N+](=O)[O-])c(OCC(=O)OCC)c1	-0.57	-0.26	x
CC(C)(CC(=O)N1CCN(c2ccc(Cl)cc2)CC1)CC1=NS(=O)(=O)c2ccccc2N1	-1.29	-1.3	-100.0
CCCN1C(=O)SC(CC(=O)Nc2ccccc2)C1=O (stereo not drawn)	1.16	0.59	-78.6
Cc1c(NC(=O)C(C)OC(=O)c2ccc([N+](=O)[O-])s2)c(=O)n(-c2ccccc2)n1C (stereo not drawn)	x	x	-136.4
O=C(N1CCN(Cc2ccccc2)CC1)C12CC3CC(CC(C3)C1)C2	-0.68	0.02	11.1
Cc1nnc(SCc2ccc([N+](=O)[O-])cc2)o1	x	x	10.0
COC(=O)c1sc2ccccc2c1NC(=O)c1cccs1	-0.2	0.06	-4.0
CC1CCN(CC(=O)n2c3c(c4ccccc42)CCCC3)CC1	-0.44	-1.11	57.1
Cc1cc(N2CCN(C)CC2)nc2ccc(NC(=S)N3CCN(c4ccc(F)cc4)CC3)cc12	x	x	6.7
Cc1cccc(NC(=O)CSc2nnc(-c3n[nH]c4ccccc34)o2)c1	-0.39	-1.28	61.3
Cc1ccnc(NS(=O)(=O)c2ccc(NC(=O)C3CCCNC3=O)cc2)n1 (stereo not drawn)	2.26	2.49	-33.3
O=C(COC(=O)CNC(=O)c1ccco1)NCCN1C(=O)CSC1=O	0.43	-0.16	25.0
CCc1ccc(C(=O)Nc2cc3c(cc2Cl)OCCCO3)cc1	1.95	2.68	-54.5
O=c1c2ccccc2nc2n1-c1ccccc1CCC2	0.04	-0.3	-13.6
O=C(Nc1ccc(-c2nc3ccccc3s2)c(OC(=O)c2ccccc2)c1)c1ccccc1	-0.1	0.17	-37.9
Remaining list, next part.
SMILES	sdo1 growth	sdo1 growth Rescue 24 h	Insulin prom inh
O=C1N=C(N2CCN(c3cccc4ccccc34)CC2)S/C1=C/c1cccs1	-0.72	-0.57	18.5
CCn1cc(S(=O)(=O)CC(=O)Nc2ccc(C)cc2)c2ccccc21	0.09	0.08	x
Cc1ccc(Cl)cc1N1CCN(CC(=O)Nc2ccc(CN3CCCCC3)cc2)CC1	-0.28	-0.29	60.0
COc1cc([N+](=O)[O-])ccc1NC(=O)CSc1nccn1C	x	x	-17.6
CC1=C(C)CC(C(=O)c2ccccc2)C(C(=O)O)C1 (stereo not drawn)	0.18	-0.25	-36.4
O=C(COC(=O)Cn1cnc2ccccc2c1=O)NCCC1=CCCCC1	0.65	0.38	37.5
CSc1nc(N(C)C)nc(N2CC(=O)N(CCNS(=O)(=O)c3ccc(C)cc3)C2=N)n1	0.24	-0.07	x
CCn1ncc(Br)c1C(=O)Nc1cc([N+](=O)[O-])ccc1C	0.06	-0.71	16.7
CC(C)(CO)NCC(O)COc1ccc2c(c1)CCC2 (stereo not drawn)	0.2	-0.58	0.0
COCCCn1cnc2oc3nc4ccccc4nc3c2c1=O	-0.21	-0.58	57.1
COc1ccc(OC)c(CCNC(=O)CN2C(=O)CC(C)(C)S(=O)(=O)c3ccccc32)c1	0.32	-0.46	x
CCCCNC1=CC(=O)C(=O)c2ccccc21	x	x	-50.0
CSCCC(NC(=O)c1ccc(=O)n(C)n1)c1nc2ccccc2[nH]1 (stereo not drawn)	0.83	1.6	x
COc1ccccc1/C=N/NC(=O)C(NC(=O)c1ccccc1)=C(C)C	0.86	0.84	-18.8
CCOc1ccc(C(C)NC(=O)c2ccccc2F)cc1 (stereo not drawn)	-0.87	-1.74	23.1
CC(C)OCCCNC(=O)c1ccc(CS(=O)(=O)Cc2ccccc2F)o1	0.26	-0.29	-66.7
Cc1cccc(N2CCN(C(=S)Nc3ccc4nc(N5CCN(C)CC5)cc(C)c4c3)CC2)c1C	x	x	31.2
CN(C)C(=O)CCCc1nc(-c2ccc(Cl)cc2)no1	0.31	0.21	-60.7
COc1ccc(NC(C)=O)cc1NC(=O)c1ccc2ccccc2c1	x	x	50.0
CCN(CC)S(=O)(=O)c1ccc(NC(=S)NC(=O)C(C)C)cc1	-0.94	-0.58	-15.4
CSCCC(NS(=O)(=O)c1ccc2c(c1)oc(=O)n2C)C(=O)NC1CCCc2ccccc21 (stereo not drawn)	-0.21	0.3	x
CCC(OC(=O)C1=Cc2ccccc2OC1)C(=O)NC1CCCC1 (stereo not drawn)	0.4	0.21	-38.6
CN(C(=O)c1cnc2n(c1=O)CCS2)C1CCCCC1	-0.24	-0.74	x
O=C(CCS(=O)(=O)c1ccc(Cl)cc1)N1CCN(c2ccccc2F)CC1	-1.2	-0.84	x
S=C(Nc1ccccc1Cl)Nc1ccc(Cl)cc1Cl	-1.62	-1.74	16.1

Entries above marked active in Insulin prom inh:
SMILES	sdo1 growth	sdo1 growth Rescue 24 h	Insulin prom inh
CCCC(=O)Nc1nnc(COC)s1	0.31	-0.35	89.5*
Cc1cccc(NC(=O)c2ccccc2NC(=O)CCC(=O)O)c1	2.82	1.49	78.6*

Copied from the list:
Entry of COCCCn1cnc2oc3nc4ccccc4nc3c2c1=O under Insulin prom inh: 57.1
Entry of CCn1cc(S(=O)(=O)CC(=O)Nc2ccc(C)cc2)c2ccccc21 under sdo1 growth: 0.09

Additional results.
SMILES	sdo1 growth	sdo1 growth Rescue 24 h	Insulin prom inh
CC1=C(C(=O)NC(C)c2ccc3c(c2)OCCO3)C2(CCC(C)CC2)OC1=O (stereo not drawn)	-0.78	-0.78	x
CN(C)S(=O)(=O)c1ccc(NC(=O)C2CC3C=CC2C3)cc1 (stereo not drawn)	0.83	1.39	x
Cc1noc(C)c1COc1cccc(C(=O)Nc2ccccc2N2CCOCC2)c1	0.19	0.54	13.3
CCCCCCc1cc2cc(C(=O)Nc3ccccc3)c(=O)oc2cc1O	-1.35	-1.26	0.0
COc1cccc(NC(=O)CN(c2cccc(C(F)(F)F)c2)S(C)(=O)=O)c1	0.33	0.53	x
O=C1C2C3CCCC3=C3CCCC3C2C(=O)N1c1ccccc1 (stereo not drawn)	-1.23	-1.34	x

Screening data (PubChem BioAssay)
